PP5 inh: PP5 (human) phosphatase inhibition; P53041; purified PP5c, OMFP substrate fluorescence; inhibition, % at 6.7 µM; hit rate 0.18% among 320,000;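 active = inhibition above the campaign's mean inhibition across all tested compounds plus 3 SD, cut at about 9.5% in these data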;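 note: 0% = DMSO only and 100% = 100 µM cantharidin control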
PP1 counter: PP1-alpha (human) inhibition in PP5 counter-screen. P62136. purified PP1alpha, OMFP fluorescence. inhibition, % at 6.7 µM. hit rate 0.9% among 320,000. AID 2235;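 active = inhibition above the mean inhibition of all tested compounds plus 3 SD, computed separately for each screening campaign, cut at about 15% in these data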
GRK2 aptamer HTS: human GRK2 inhibition via aptamer displacement. P25098. bead flow cytometry, FAM-aptamer displacement from GRK2. inhibition of aptamer binding, % at 10 µM. hit rate 0.59% among 330,000;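 active = inhibition of aptamer binding above 40%, roughly 3 SD of noise, on plates passing a quality check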;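 note: median bead fluorescence of bound FAM aptamer so fluorescent compounds give negative values; no value below 0 was filed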
core dimer inh: blocks dimerization of HCV core protein | TR-FRET GST/Flag-core106 dimerization, 1536-well | inhibition, % at 5 µM | hit rate 0.33% among 300,000;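 active = inhibition above the mean of all tested compounds plus 3 SD, set per screening campaign, cut at about 45% in these data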
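Assay system: Tagged HCV core106 pair (GST and Flag) | Buffer or medium: KF-containing HEPES buffer, pH 7.45, DTT, CHAPS, BSA | Also added: Eu donor and XL665 acceptor anti-tag antibodies | Dosing: One concentration, 5 µM, in 0.5% DMSO | Timing: 4 h at 22.5 °C | Technique: TR-FRET 671 and 617 nm emission | Repeats: Singlicate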
Fh CTSL1 inh: cathepsin L1 inhibition, PFM18AAP counter-screen | recombinant F. hepatica cathepsin L1, Z-Leu-Arg-MCA fluorescence | inhibition, % at 5.96 µM | hit rate 0.49% among 300,000;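 active = inhibition above the mean of all tested compounds plus 3 SD, set per screening campaign, cut at about 17% in these data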;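 note: 0% = plate median of test compound wells and 100% = 1 µM Z-Phe-Ala-diazomethylketone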
JMJD2C inh: inhibitors of human GASC-1 (JMJD2C) demethylase; GST-JMJD2C(1-420) H3K9me3 demethylation, DELFIA europium; inhibition, % at 2.35 µM; hit rate 0.069% among 330,000;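 active = more than half of a compound's replicate wells show inhibition beyond 50%, single wells judged on their own value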;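 note: signal counts dimethyl H3K9 product captured on neutravidin plate; 0% = median of DMSO wells and 100% = 0.3 times that DMSO median; strong numbers were not always called active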
proCasp7 act: activates human procaspase-7, counter-screen for procaspase-3 activators. AID 463210. recombinant procaspase-7, Ac-DEVD-pNA absorbance 405 nm; D23A/D198A/D206A triple mutant, cannot self-cleave; scale: DMSO 0, 5 µM enzyme 100. hit rate 0.093% among 330,000. P55210. activation, % at 8.5 µM;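 active = percent activation above the screen-wide mean plus 3 SD, cut at about 25% in these data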
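Replicates: singlicate. Assay system: Procaspase-7 triple mutant (PC-7 D3A). Signal: 405 nm absorbance of p-nitroaniline. Times: 1 h preincubation, 2 h reaction. Buffer or medium: Zinc-free HEPES pH 7.4 with 300 mM NaCl, 0.01% Triton X-100. Also added: DEVD-pNA substrate. Benchmarks: DMSO wells as 0%, DMSO with 5 µM added PC-7 as 100%.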
VLA-4 inh: inhibition in a human VLA-4 binding assay; P13612; VLA-4 expressing cells, ligand binding flow cytometry; inhibition, % (about 7 µM as worked out from the volumes in the protocol); hit rate 0.2% among 330,000; AID 2557; in the data active = inhibition above about 50%
Target sequence (P13612 whole entry, looked up): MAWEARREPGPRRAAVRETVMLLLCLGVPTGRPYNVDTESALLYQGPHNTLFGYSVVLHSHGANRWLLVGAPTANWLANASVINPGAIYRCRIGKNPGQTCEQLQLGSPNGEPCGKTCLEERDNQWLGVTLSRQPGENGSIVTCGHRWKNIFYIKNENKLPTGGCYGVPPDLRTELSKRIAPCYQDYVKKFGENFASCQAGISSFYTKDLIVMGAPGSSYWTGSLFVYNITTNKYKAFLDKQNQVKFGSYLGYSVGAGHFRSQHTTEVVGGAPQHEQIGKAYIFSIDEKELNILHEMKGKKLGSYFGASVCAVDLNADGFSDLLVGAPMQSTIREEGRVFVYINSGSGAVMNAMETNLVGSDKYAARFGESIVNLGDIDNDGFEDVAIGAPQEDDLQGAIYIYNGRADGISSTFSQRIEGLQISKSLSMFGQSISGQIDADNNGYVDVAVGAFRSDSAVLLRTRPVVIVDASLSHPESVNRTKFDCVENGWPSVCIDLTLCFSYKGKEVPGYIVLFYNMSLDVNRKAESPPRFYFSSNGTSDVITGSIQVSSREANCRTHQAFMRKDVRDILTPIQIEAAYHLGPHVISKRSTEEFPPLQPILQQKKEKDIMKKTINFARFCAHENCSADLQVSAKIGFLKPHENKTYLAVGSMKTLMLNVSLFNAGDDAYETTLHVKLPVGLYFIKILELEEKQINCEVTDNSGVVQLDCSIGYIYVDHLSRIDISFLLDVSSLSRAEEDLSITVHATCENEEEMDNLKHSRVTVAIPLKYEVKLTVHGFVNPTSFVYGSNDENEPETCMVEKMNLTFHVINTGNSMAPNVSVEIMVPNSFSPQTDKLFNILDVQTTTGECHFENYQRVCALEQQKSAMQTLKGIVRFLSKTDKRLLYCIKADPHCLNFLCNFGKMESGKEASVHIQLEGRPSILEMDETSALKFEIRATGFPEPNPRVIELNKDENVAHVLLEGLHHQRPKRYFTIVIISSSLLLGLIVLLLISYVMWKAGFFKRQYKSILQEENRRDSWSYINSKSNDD
procasp3 activ: activators of human procaspase-3; P42574; recombinant procaspase-3 D3A, Ac-DEVD-pNA absorbance 405 nm; activation, % at 8.5 µM; hit rate 0.11% among 330,000; AID 463141;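 active = activation above the mean of all tested compounds plus 3 SD, cut at about 21% in these data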;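 note: 0% = DMSO alone and 100% = DMSO wells spiked with extra 5 µM PC-3 D3A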
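Evaluation: percent activation relative to control range; Material: Procaspase-3 D3A mutant, all three cleavage aspartates alanine; Compound: single dose, 8.5 µM nominal compound, 0.8% DMSO; Replication: one well per compound; Signal: absorbance at 405 nm, 0 and 120 min; Schedule: 1 h preincubation plus 2 h reaction at 25 °C.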
Numbers without * were called inactive; nt = not tested or not shown; & = joins results of further samples. Not a hit list; overall some 2.6% were active at least once.

SMILES	PP5 inh	PP1 counter	GRK2 aptamer HTS	core dimer inh	Fh CTSL1 inh	JMJD2C inh	proCasp7 act	VLA-4 inh	procasp3 activ
CCC1CCCCN1C(=O)CSc1nc2c([nH]c3ccccc32)c(=O)n1C (centres undefined)	1.3	1	1	8	2	0	-4	12	-4
CC(C)(C)NC(=O)CN1C(=O)NC(c2ccccc2)(c2ccccc2)C1=O	-1.2	1	0	-11	0	12	-2	-1	-3
C=CCC[C@@H](Cc1ccc(F)cc1)C(=O)OC[C@@H](NC(=O)[C@@H](CC=C)CC(=O)N(CCO)Cc1ccccc1)c1ccccc1	nt	nt	2	nt	nt	4	8	11	5
C=CCN=C(C)C1=C(O)CCC1=O	1.7	-6	0	0	-10	1	-9	10	-4
CC(=O)Nc1ccc(S(=O)(=O)NC(C(=O)O)C2=CCC=CC2)cc1 (centres undefined)	1.5	4	0	-13	2	6	-3	20	-4
O=C(Cc1ccccc1)Nc1ccc2oc(=O)ccc2c1	1.2	-3	1	0	2	4	2	15	0
CCOCCn1c(CN2CCN(c3ccc(F)cc3)CC2)nc2c1c(=O)n(C)c(=O)n2C	6.3	-1	2	-3	-1	-4	10	8	2
CCc1ccc(-c2nc(CS(=O)CC(=O)NCc3cccnc3)c(C)o2)cc1 (centres undefined)	-0.7	2	0	15	2	-14	-7	-17	-10
CCCn1c(NC(=O)c2ccco2)nc2ccccc21	-0.8	-4	2	-2	3	3	-6	29	0
CCOP(=O)(OCC)c1ccccc1OCP(C)(=O)COc1ccccc1P(=O)(OCC)OCC	0.8	1	1	4	-3	-29	8	7	6
Cc1cccc2c(C(=O)N3CCN(c4ccccc4)CC3)cc(-c3ccncc3)nc12	3.6	11	0	24	-3	7	1	-12	-2
S=C(NCc1ccco1)Nc1ccc(Cl)cn1	-1.4	-2	0	12	4	-4	-17	-15	-10
Cc1ccc2cc(C)c(N3CCN(c4ccc(F)cc4)CC3)nc2c1	1.7	6	0	-8	-1	3	13	2	9
Cc1cc(=O)oc2c(CN(C)Cc3ccccc3)c(O)ccc12	1.2	-3	4	6	7	2	5	10	5
Cc1cc(C)cc(CSc2ccc(S(=O)(=O)N3CCCC3)cn2)c1	4.5	-2	0	nt	nt	5	-4	10	-4
CC(C)CCNC(=O)c1ccc2c(Cl)c3c(nc2c1)CCC3	-2.0	-2	1	2	-1	0	-2	17	-2
O=C(NC(=O)c1ccc(F)cc1)Nc1nc(-c2cccs2)cc(C(F)(F)F)n1	3.0	-5	0	9	3	4	-2	-16	4
COc1ccc(NC(=O)c2cc(S(=O)(=O)N3CCOCC3)cn2C)c(OC)c1	-0.6	1	1	5	-1	-4	5	-11	9
Cc1ccc(C(=O)Nc2ccc(NC(=O)c3ccc(C)o3)cc2)o1	-1.0	-3	0	-15	3	0	-3	-9	1
OC1C[N+]2(CCCCC2)C1	-1.4	-6	0	1	0	1	8	-1	-2
Cc1[nH]c(=S)[nH]c(=O)c1CCC1OCCO1	1.6	-1	0	7	-4	-19	13	2	-1
CCn1nc(C)c(CN2CCC(n3nccc3NC(=O)c3ccccc3OC)CC2)c1C	1.4	-4	4	6	-2	-9	-7	-4	1
N#CC1(NC(=O)COC(=O)c2cc(O)c3ccccc3c2O)CCCCC1	1.4	-2	1	3	5	2	-12	-13	-6
Cc1nnc(NC(=O)C2CC(=O)N(C(C)c3ccccc3)C2)s1 (centres undefined)	-1.5	-3	7	1	1	4	2	4	0
COc1cccc(NC(=O)CN2C(=O)C3(OCCCO3)c3ccccc32)c1	0.3	-3	0	-1	0	-4	-8	0	2
O=C(Nc1cccc(Cl)c1)c1ccncc1	1.9	-2	1	-5	0	16	9	4	0
CC(C)(C)n1nnnc1C(c1ccccc1F)N1CCN(C(=O)c2ccco2)CC1 (centres undefined)	1.3	0	0	-3	2	9	3	7	10
COc1ccc2c(c1)cc(C(=O)N/N=C/c1c(O)c(C(=O)O)cc3ccccc13)n2C	3.7	35*	0	16	4	4	-57	5	-26
CCOc1ccccc1NC(=O)CSc1nnc2ccc(-c3ccccn3)nn12	2.2	-6	0	0	-31	19	6	-4	-2
CC(=O)NCCNC(=O)c1ccc2c(c1)S(=O)(=O)c1ccccc1C2=O	0.3	-2	1	-11	3	3	4	0	1
CCOCCCn1c(C)nc2c(c1=O)c1nc3ccccc3nc1n2-c1ccc2c(c1)OCCO2	0.9	-4	0	12	3	32	4	6	0
CC(C)N1CCc2c(sc(NC(=O)c3ccc(S(=O)(=O)N(C)CC4CCCO4)cc3)c2C(N)=O)C1 (centres undefined)	4.1	2	0	-3	-5	-7	-10	-5	-5
COC(=O)[C@@H]1[C@@H](C)N(Cc2ccccc2)C(=O)N[C@H]1c1ccccc1	1.2	4	4	2	-1	-2	-7	19	-1
O=C(Nc1ccc(-c2cnco2)cc1)c1ccc(F)cc1F	1.7	-3	0	-1	0	-26	3	7	7
CCc1ccc(NC(=O)C(C)OC(=O)c2cccc(S(=O)(=O)N3CCc4ccccc4C3)c2)cc1 (centres undefined)	3.2	3	0	10	3	3	-3	14	0
COc1ccccc1NC(=O)c1cnc(SC)nc1	-4.0	-4	2	5	-3	1	-4	0	4
COc1ccc(Cl)cc1NC(=O)C1COc2ccccc2O1 (centres undefined)	1.0	-2	2	4	1	-5	1	-2	-3
O=C1C2C3C=CC(C3)C2C(=O)N1Nc1c(Cl)cc(Cl)cc1Cl (centres undefined)	3.0	-1	3	-7	-1	-12	-4	0	3
O=C(/C=C/c1ccccc1)N(Cc1ccc(Cl)cc1)C1CCS(=O)(=O)C1 (centres undefined)	1.2	-2	0	2	9	1	10	0	-6
Cc1cc(C(=O)CSc2nnc(-c3ccccc3)o2)c(C)n1CC1COc2ccccc2O1 (centres undefined)	-2.5	-6	0	16	1	-3	11	6	3
O=C1c2ccccc2C(=O)N1Cc1nc2ccccc2c(=O)n1CCN1CCOCC1	-0.6	3	1	1	3	-1	-11	3	14
CCOc1ccc(CCNC(=O)COC(=O)/C=C/c2cccc(OC)c2)cc1OCC	0.2	6	0	3	-9	5	-8	1	1
C=CCNS(=O)(=O)c1nc(C)c(Cl)c(C)c1C#N	0.1	-3	0	-20	-3	43	-4	18	-3
O=C(/C=C/c1ccc(Cl)c([N+](=O)[O-])c1)Nc1cccc(NC(=O)c2ccco2)c1	6.4	0	1	7	0	6	-4	1	14
CCOC(=O)Cn1c(-c2ccccc2)ccc(C#N)c1=O	0.7	1	2	5	0	-4	2	-2	0
CC(C)(C)c1ccc(C2(C)NC(=O)N(CC(=O)NCc3cccs3)C2=O)cc1 (centres undefined)	0.6	-5	0	-6	-1	-4	0	4	7
CC1(C(=O)NC2CCCCC2)CCC(=O)N1Cc1ccc2c(c1)OCO2 (centres undefined)	-2.8	-1	0	2	-6	4	-3	-6	-3
CCN(C(=O)CCS(=O)(=O)c1ccc2c(c1)oc(=O)n2C)c1ccc(OC)cc1	3.2	3	4	-7	-4	-3	-3	17	7
COCCNC(=S)N/N=C(\C)c1cc2ccccc2o1	-0.9	-5	2	0	6	5	-6	0	0
COc1cccc(-c2nnc(NC(C)=O)o2)c1	2.0	3	5	-20	-6	2&-5	-4	24	13
CN(C)N1C(N)=C(C#N)C(c2ccccc2F)C2=C1CC(C)(C)CC2=O (centres undefined)	-2.3	-2	4	1	6	-1	3	-1	-8
COc1ccc(/C=C/C(=O)N2CCC(C(N)=O)CC2)cc1S(=O)(=O)N1CCOCC1	-2.4	2	1	2	-2	-6	-2	8	1
O=C(N/N=C/C1CC2CCC1C2)c1c[nH]c2ccccc12 (centres undefined)	1.0	0	5	-8	1	6	8	-7	-3
CCOc1ccc(-c2csc(NNC3=NCCCCC3)n2)cc1	1.2	1	0	-9	-3	3	-12	20	-23
O=C(Nc1nc2c(s1)CCCC2)c1ccc2ncsc2c1	2.9	-1	4	0	1	-7	-11	2	6
CCn1c(=O)c(=O)n(CC)c2cc(S(=O)(=O)Nc3cc(C)ccc3C)ccc21	-0.7	-4	19	3	1	-20	-5	1	10
CC(NC(=O)COC(=O)C1(C)CC1(Cl)Cl)c1ccccc1 (centres undefined)	1.7	-5	1	nt	nt	5	0	-16	2

Screening data: PubChem, several laboratories
